NS5 inhibitors: flavivirus cap methylation enzyme inhibition – biochemical, confirmation dose response, primary screen (AID 588689); Dengue-2 NS5 methyltransferase capping enzyme assay, biochemical; higher % means a stronger effect; one-dose inhibition, % at 25 µM; IC50 in µM for titrated hits; 0.3% of 340,000 active; in the data active means a potency from the dose series
NS5 inhibitors pilot replicate: also measured in NS5 inhibitors; calls as there; inhibition, %; measured here: pilot screen replicate inhibition
* marks the source's active call; other numbers are inactive results. Some of the compounds tested; count on the stated rates, not on these rows.

CC(=NO)C1(C)CC=CCC1CO (stereo not given) was read as NS5 inhibitors 4%.
`Cc1ccc(S(=O)(=O)N2C[C@]3(O)C[C@@H]4C(=O)N(c5ccccc5)C(=O)[C@@H]4C[C@]3(OC(=O)NC3CCCC3)C2)cc1` gave NS5 inhibitors -3%.
`O=C(Cc1cccs1)NCCS(=O)(=O)N1CCN(c2ccccc2F)CC1` gave NS5 inhibitors -9%.
For COc1ccc(C(=O)NCc2ccncc2)cc1S(=O)(=O)N1CCOCC1 the results were NS5 inhibitors -5%.
Screening CCOC(=O)[C@H]1[C@H]2COc3ccc(C)cc3[C@@H]2N2C(=O)CN(Cc3ccc(Cl)cc3)C(=O)[C@@]12C returned NS5 inhibitors -6%.
`Cc1ccc(SCC(=O)OCC(=O)N(CC(C)C)C2CCS(=O)(=O)C2)cc1C` (stereo not given) gave NS5 inhibitors 2%.
For CC[C@]12c3[nH]c4ccc(OC)cc4c3CCN1C(=O)C(CC(=O)NCCCOC)C[C@@H]2C(=O)N1CCN(C(=O)c2ccco2)CC1 (stereo not given in full) the results were NS5 inhibitors 2% and NS5 inhibitors pilot replicate -4.5.
For CCN(CC)c1ccc(NC(=O)COc2ccc(-n3cnnn3)cc2)cc1 the results were NS5 inhibitors -2%.
Cc1cccc(OCC(=O)N2CCc3ccccc3C2)c1C was read as NS5 inhibitors -2%.
CCCCn1c(N)c(N(CC(C)C)C(=O)CCCc2nc3ccccc3s2)c(=O)[nH]c1=O was read as NS5 inhibitors -10%.
For CCCCCCSc1ccc([C@H]2N[C@@](Cc3ccccc3)(C(=O)OC)[C@H]3C(=O)N(C)C(=O)[C@@H]23)cc1 the results were NS5 inhibitors -3%.
Screening O=C(COC(=O)Cc1ccc(Cl)cc1)NCc1ccco1 returned NS5 inhibitors -3%.
Screening CC(C)CN(C(=O)CN1C(=O)NC2(CCc3ccccc32)C1=O)C1CCS(=O)(=O)C1 (stereo not given) returned NS5 inhibitors -6%.
Screening Cc1ccc(-c2nnc(NC(=O)CCS(=O)(=O)c3ccc(F)cc3)o2)c(C)c1 returned NS5 inhibitors 2%.
Screening CCC1(c2ccccc2)NC(=O)N(CC(=O)NC2CCCCCC2)C1=O (stereo not given) returned NS5 inhibitors -5%.
Screening COc1cccc(C(=O)N(C)CC(=O)Nc2cccc3ccccc23)c1 returned NS5 inhibitors 7%.
`CN(CC(=O)NCc1ccc2c(c1)OCO2)S(=O)(=O)c1ccc(Cl)cc1` gave NS5 inhibitors 2%.
`CNC(=O)c1cn2c3c(ccc(Cl)c3c1=O)OC(C)C2` (stereo not given) gave NS5 inhibitors 2%.
`Cc1ccc(S(=O)(=O)N2CCCCC2)cc1NC(=O)CNc1ccccc1N1CCCC1=O` gave NS5 inhibitors 2%.
Screening CN(Cc1ccccc1)C(=O)COC(=O)C1CCN(S(=O)(=O)c2ccc3c(c2)OCCO3)CC1 returned NS5 inhibitors 0%.
For CCC1(c2ccccc2)NC(=O)N(CC(=O)Nc2ccc(S(=O)(=O)Nc3ncccn3)cc2)C1=O (stereo not given) the results were NS5 inhibitors -4%.
O=C(COC(=O)Cc1ccc(S(=O)(=O)N2CCOCC2)s1)Nc1ccc(OC(F)F)cc1 was read as NS5 inhibitors 9%.
For COc1ccc(CCN(C)C(=O)COc2cccc(-n3cnnn3)c2)cc1OC the results were NS5 inhibitors -5%.
For COc1ccccc1NC(=O)CSc1n[nH]c(-c2ccco2)n1 the results were NS5 inhibitors 4%.
CC1CCC2(CC1)NC(=O)N(CC(=O)Nc1ccc3[nH]c(=O)[nH]c3c1)C2=O (stereo not given) was read as NS5 inhibitors -4%.
`CN(C(=O)c1cccc(NC(=O)Cc2ccc(NC(=O)C3CCCN(C(=O)C4CC4)C3)cc2)c1)C1CCC1` (stereo not given) gave NS5 inhibitors -5%.
Screening Cc1ccc(N2C(=O)N(CC(=O)Nc3c(C)cc(C)cc3Cl)C(=O)C2C)cc1 (stereo not given) returned NS5 inhibitors 7%.
Screening CCCn1c(SCC(=O)N(C)C2CCCCC2)n[nH]c1=O returned NS5 inhibitors -1%.
CCn1c(SCC(=O)Nc2ccccc2)nc2c(c1=O)SCC2 was read as NS5 inhibitors -3%.
Screening Cc1c(C(=O)NNC(=O)c2csc(N3CCOCC3)n2)oc2ccc(Br)cc12 returned NS5 inhibitors 5%.
Screening CCOc1cc(N2CCOCC2)c(OCC)cc1NC(=O)COC(=O)c1ccc(OC)c([N+](=O)[O-])c1 returned NS5 inhibitors -8%.
O=C1C=CC(=O)N1c1ccc2c(c1)Cc1cc(F)ccc1-2 was read as NS5 inhibitors -8%.
`Cc1cccnc1NC(=O)CN1C(=O)c2ccccc2S1(=O)=O` gave NS5 inhibitors -4%.
Cc1ccc(S(=O)(=O)N(C)CC(=O)NCC(c2ccco2)N(C)C)cc1 (stereo not given) was read as NS5 inhibitors 6%.
Screening CC(C)N(C(=O)[C@H]1C[C@H](CC(=O)NCc2cccc(C(F)(F)F)c2)C(=O)N2CCc3c([nH]c4cc(-c5ccco5)ccc34)[C@]12C)C(C)C returned NS5 inhibitors -5% and NS5 inhibitors pilot replicate -1.8.
`COc1cc(NC(=O)CN2CCN(C(=O)c3ccco3)CC2)c(C)cc1[N+](=O)[O-]` gave NS5 inhibitors 9%.
Screening CNC(=O)C(=O)N1CCC2(CC1)OCCN2S(=O)(=O)c1ccc(C)cc1 returned NS5 inhibitors -4%.
For CCC(=O)Nc1ccc2c(c1)Cc1cc([N+](=O)[O-])ccc1-2 the results were NS5 inhibitors 12%.
`C=CCN(CC=C)CC(=O)Nn1c(C)ccc1C` gave NS5 inhibitors -7%.
CC(=O)Nc1cccc(C(=O)N2CCN(S(=O)(=O)c3ccc(C4CCCCC4)cc3)CC2)c1 was read as NS5 inhibitors -19%.

13 compounds out of the list, arranged by length of the SMILES, ascending:
`C=CCN(CC=C)CC(=O)Nn1c(C)ccc1C` gave NS5 inhibitors -7%.
Screening CCCn1c(SCC(=O)N(C)C2CCCCC2)n[nH]c1=O returned NS5 inhibitors -1%.
CCn1c(SCC(=O)Nc2ccccc2)nc2c(c1=O)SCC2 was read as NS5 inhibitors -3%.
For COc1ccccc1NC(=O)CSc1n[nH]c(-c2ccco2)n1 the results were NS5 inhibitors 4%.
O=C1C=CC(=O)N1c1ccc2c(c1)Cc1cc(F)ccc1-2 was read as NS5 inhibitors -8%.
For CCC(=O)Nc1ccc2c(c1)Cc1cc([N+](=O)[O-])ccc1-2 the results were NS5 inhibitors 12%.
For COc1ccc(CCN(C)C(=O)COc2cccc(-n3cnnn3)c2)cc1OC the results were NS5 inhibitors -5%.
Screening Cc1ccc(N2C(=O)N(CC(=O)Nc3c(C)cc(C)cc3Cl)C(=O)C2C)cc1 (stereo not given) returned NS5 inhibitors 7%.
CC1CCC2(CC1)NC(=O)N(CC(=O)Nc1ccc3[nH]c(=O)[nH]c3c1)C2=O (stereo not given) was read as NS5 inhibitors -4%.
`COc1cc(NC(=O)CN2CCN(C(=O)c3ccco3)CC2)c(C)cc1[N+](=O)[O-]` gave NS5 inhibitors 9%.
CC(=O)Nc1cccc(C(=O)N2CCN(S(=O)(=O)c3ccc(C4CCCCC4)cc3)CC2)c1 was read as NS5 inhibitors -19%.
`CN(C(=O)c1cccc(NC(=O)Cc2ccc(NC(=O)C3CCCN(C(=O)C4CC4)C3)cc2)c1)C1CCC1` (stereo not given) gave NS5 inhibitors -5%.
Screening CC(C)N(C(=O)[C@H]1C[C@H](CC(=O)NCc2cccc(C(F)(F)F)c2)C(=O)N2CCc3c([nH]c4cc(-c5ccco5)ccc34)[C@]12C)C(C)C returned NS5 inhibitors -5% and NS5 inhibitors pilot replicate -1.8.

Next part
`CCOC(=O)C1=C(CC)Nc2ccccc2N=C1NC(=O)c1ccc(C)c(S(=O)(=O)N2CCOCC2)c1` gave NS5 inhibitors -10%.
Screening Cc1ccc(NC(=O)CSc2nnc(Cc3ccccc3)c(=O)[nH]2)c(C)c1 returned NS5 inhibitors 10%.
For O=S(=O)(NCc1ccccc1)[C@@H]1CC2C=CC1C2 (stereo not given in full) the results were NS5 inhibitors -2%.
`CC(=O)Nc1ccc(NC(=O)COC(=O)c2ccc(S(=O)(=O)N(C)c3ccccc3)cc2)cc1` gave NS5 inhibitors -2%.
CC(O)(P(=O)(O)O)P(=O)(O)O was read as NS5 inhibitors -5%.
`Nc1nonc1-n1nnc(C(=O)N/N=C/c2cccc(F)c2)c1CN1CCCCCC1` gave NS5 inhibitors 0%.
For N#Cc1ccc(Oc2ncccn2)cc1 the results were NS5 inhibitors 4%.
`COc1ccc(CN2CCNC(=O)C2CC(=O)N(C)C2CCCCC2)cc1OC` (stereo not given) gave NS5 inhibitors 4%.
`Cc1ccc(S(=O)(=O)NCC(=O)OCC(=O)NCc2ccc3c(c2)OCO3)cc1` gave NS5 inhibitors -1%.
Cc1ccc(Cc2c(-c3ccc(Cl)cc3)nc3cc(C)ccn23)cc1 was read as NS5 inhibitors -1%.
COc1cc(/C=C/C(=O)Nc2ccc(S(=O)(=O)Nc3onc(C)c3C)cc2)cc(OC)c1OC was read as NS5 inhibitors -1%.
For CN(C(=O)CCc1nc2ccccc2c(=O)[nH]1)C1CCS(=O)(=O)C1 (stereo not given) the results were NS5 inhibitors -3%.
For Cc1cccc(C)c1NC(=O)COC(=O)CNC(=O)C1CCCCC1 the results were NS5 inhibitors 1%.
Screening CC(NC1=CC(=O)c2cccnc2C1=O)C(O)c1ccccc1 (stereo not given) returned NS5 inhibitors 25%.
`O=C(Cn1cc(C(F)(F)F)cc(Cl)c1=O)NC1CCS(=O)(=O)C1` (stereo not given) gave NS5 inhibitors 5%.
CC(C)CN(C(=O)CSc1nnc2ccccn12)C1CCS(=O)(=O)C1 (stereo not given) was read as NS5 inhibitors -5%.
COc1ccc(CN(CCC(C)C)S(=O)(=O)c2ccccc2Br)cc1 was read as NS5 inhibitors -5% and NS5 inhibitors pilot replicate 0.6.
Screening Cc1cc(Br)ccc1NC(=O)CNC(=O)COc1ccccc1C returned NS5 inhibitors -10%.
COc1cccc(C(=O)N2CCCc3ccccc32)c1OC was read as NS5 inhibitors 5%.
Screening Cc1ccc([C@@H]2CC=C(C(=O)O)[C@H](c3ccccc3)N2S(=O)(=O)c2ccccc2C)cc1 returned NS5 inhibitors 11%.
CCOC(=O)C1=CN(CC)CCC1=O was read as NS5 inhibitors -10% and NS5 inhibitors pilot replicate 1.2.
CC(=O)Nc1ccc(NC(=O)CNC(=O)c2sc3ccccc3c2Cl)cc1 was read as NS5 inhibitors -1%.
NC(=O)C1CCN(c2nc(-c3ccccc3F)cs2)CC1 was read as NS5 inhibitors -6%.
Screening C[C@@H]1C[C@H]2[C@@H]3C[C@H](F)C4=CC(=O)C=C[C@]4(C)[C@@]3(Cl)[C@@H](O)C[C@]2(C)[C@H]1C(=O)COC(=O)C(C)(C)C returned NS5 inhibitors -7%.
Screening CC(C)(C)OC(=O)NCCCCCNC(=O)c1[nH]cnc1C(=O)Nc1ccccc1 returned NS5 inhibitors -1%.
For N#Cc1c(NC(=O)COC(=O)c2ccc(O)cc2O)sc2c1CCC2 the results were NS5 inhibitors -9%.
COc1ccc(Cl)cc1NC(=O)CN(C)C(=O)CCNC(=O)c1ccccc1OC was read as NS5 inhibitors -6%.
CN(CCc1ccccc1)C(=O)c1ccc(NC(=O)Cc2ccc(NC(=O)C3CCCN(C(=O)c4ccccc4)C3)cc2)cc1 (stereo not given) was read as NS5 inhibitors -6%.
For O=c1[nH]c2c(c(=O)n1-c1ccccc1)CCO2 the results were NS5 inhibitors 5%.
COc1ccc(NC(=O)N(C)C[C@H]2OCc3cnnn3CCCC(=O)N([C@H](C)CO)C[C@@H]2C)cc1 was read as NS5 inhibitors 1%.
CC(C)N(C(=O)[C@H]1C[C@H](CC(=O)NCCCN(C)C)C(=O)N2CCc3c([nH]c4cc(-c5ccco5)ccc34)[C@]12C)C(C)C was read as NS5 inhibitors 0% and NS5 inhibitors pilot replicate 1.2.
`CCOc1ccc(N(C)S(=O)(=O)c2ccc(C)c(C(=O)NCc3cccs3)c2)cc1` gave NS5 inhibitors -4%.
Screening Cc1cccc(C=NOCCc2ccccc2)n1 returned NS5 inhibitors -2%.
`Nc1nc(Cl)cc(=O)n1Cc1ccc(Cl)cc1` gave NS5 inhibitors -4%.
Screening CCc1ccc(N2CC(C(=O)OCC(=O)N(CC)c3c(N)n(Cc4ccccc4)c(=O)[nH]c3=O)CC2=O)cc1 (stereo not given) returned NS5 inhibitors 5%.
`CC(C)(C)c1cc(NC(=O)COC(=O)c2ccccc2)n(-c2ccccc2)n1` gave NS5 inhibitors 3%.
Screening CCOC(=O)[C@H]1[C@H]2COc3ccc(Cl)cc3[C@@H]2N2C(=O)CN(Cc3ccc(Cl)cc3)C(=O)[C@@]12C returned NS5 inhibitors 3%.
CCN(C(=O)c1ccc(Cl)c(S(=O)(=O)Nc2c(C)n(C)n(-c3ccccc3)c2=O)c1)c1ccccc1 was read as NS5 inhibitors 4%.
C[C@H](CO)N1C[C@H](C)[C@@H](CN(C)C(=O)Nc2ccccc2)Oc2c(NS(=O)(=O)c3cn(C)cn3)cccc2C1=O was read as NS5 inhibitors -14%.
Screening O=C(c1ccc(S(=O)(=O)N2CCC(c3nc4ccccc4s3)CC2)cc1)N1CCCCC1 returned NS5 inhibitors -6%.
CCc1ccccc1OCC(=O)N1CCN(c2ncccn2)CC1 was read as NS5 inhibitors 4%.
Screening CN1C(=O)[C@H]2[C@@H](c3ccccc3)N[C@]3(CCCN(Cc4ccco4)C3=O)[C@H]2C1=O returned NS5 inhibitors 1%.
`CC[C@]12c3[nH]c4ccccc4c3CCN1C(=O)C(CC(=O)NC/C=C(\C)CCC=C(C)C)C[C@@H]2C(=O)N1CCN(C(=O)C2CC2)CC1` (stereo not given in full) gave NS5 inhibitors -4% and NS5 inhibitors pilot replicate -3.7.
NS(=O)(=O)c1ccc(NC(=O)CSc2nc3c(cnn3-c3ccccn3)c(=O)[nH]2)cc1 was read as NS5 inhibitors 1%.
For CNC(=O)C1CN(C(=O)c2cccc(S(=O)(=O)N3CCc4ccccc43)c2)c2ccccc2O1 (stereo not given) the results were NS5 inhibitors -1%.
For Cc1c(C(=O)Nc2nc(-c3ccccn3)cs2)oc2ccccc12 the results were NS5 inhibitors 1%.
`COc1ccc(C)cc1S(=O)(=O)N1CCC2(CC1)OCCN2S(=O)(=O)c1cccs1` gave NS5 inhibitors -8%.

Source: PubChem
